Assay outcomes: PubChem BioAssay, Sanford-Burnham Center for Chemical Genomics
ER stress surv: protection against thapsigargin ER stress killing – CSM14.1 cells, ATP luminescence, primary screen; CSM14.1 thapsigargin ER stress survival; relative survival (cellular ATP), % at 15 µg/mL (by protocol); hit rate 0.33% among 48,000; AID 1010, 2008;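 active = survival measured by cellular ATP above 50% at 15 µg/ml in the first screen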;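 note: cell death triggered by about 15 µM thapsigargin; ATP read 24 h after thapsigargin was added; plate controls were thapsigargin with DMSO for no effect and DMSO without thapsigargin for full effect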
An asterisk follows results filed as active; & = joins results of further samples. The list is partial. The share of hits here may be higher or lower than overall.

SMILES | ER stress surv
COc1ccc2c(c1)/C(=N/OC(=O)c1ccc(OC)c(OC)c1)CCC2 | 8.0
CC(=O)Nc1ccccc1NC(=O)COc1ccc2ccccc2c1 | -1.6
Cc1ccsc1C1CC(=O)NC(SCc2ccccc2)=C1C#N (configuration not stated) | 7.6
O=C(CN1CCCC1)N1CCN(C(=O)c2ccccc2)C1 | 0.5
COc1cc(NC(=O)COc2ccc(C)cc2C)ccc1NC(=O)c1ccco1 | 2.2
Cc1nnc(SCC(=O)Nc2c(C)n(C)n(-c3ccccc3)c2=O)s1 | 7.0
CCN1CCN(Cc2c(O)ccc3ccccc23)CC1 | 4.0
CCCOc1cccc(C(=O)Nc2cccc(-c3nc4ccccc4s3)c2C)c1 | 0.9
COc1ccc(Nc2nc(C(F)(F)F)nc(C)c2C#N)cc1 | 2.6
O=C1c2ccccc2C(=O)N1Cc1nc2ccccc2c(=O)n1CCCn1ccnc1 | -9.2
Cc1cc(=O)n2c([nH]c3ccccc32)c1C(=O)O | 3.6
Cc1c(C)c2c(C)nn(-c3ccccc3)c2[nH]c1=O | 2.5
Cc1cc(C)c(NC(=O)Cc2ccccc2[N+](=O)[O-])c(C)c1 | 13.0
CCOc1cc(C=C2C(=O)NC(=O)NC2=O)ccc1OCc1cccc2ccccc12 | -0.5
O=C(Nc1cccnc1)c1cccc([N+](=O)[O-])c1 | 20.1
CCOc1ccc(N2Cc3ccccc3C2)cc1 | -9.9
Cc1ccccc1NC(=O)CCC(=O)N/N=C/c1ccncc1 | 19.3
CCC(C)c1ccc(OCCOc2ccc(C=C3C(=O)NC(=S)NC3=O)cc2)cc1 (configuration not stated) | 4.0
Cc1ccccc1NC(=O)C1CC=CCC1C(=O)O (configuration not stated) | 3.2
CCc1cc2c(Nc3ccc(Br)cc3)ncnc2s1 | 7.3
CCOC(=O)c1oc2cccc(O)c2c1C | 3.7
CCc1cc2c(=O)c(-c3nc4ccccc4[nH]3)coc2c(CN2CCOCC2)c1O | 1.5
Cc1cccc(CC2S/C(=N/N=C/c3ccco3)N(c3ccccc3)C2=O)c1 (configuration not stated) | 5.4
CCOc1cc(/C=N/N2CCN(Cc3ccc(Cl)cc3)CC2)ccc1O | 0.5
CCOC(=O)c1ccc2[nH]cc(C(=O)OCC)c(=O)c2c1 | 11.6

An excerpt of these results, with tabs.
SMILES	ER stress surv
O=C1c2ccccc2C(=O)N1Cc1nc2ccccc2c(=O)n1CCCn1ccnc1	-9.2
Cc1cc(=O)n2c([nH]c3ccccc32)c1C(=O)O	3.6
Cc1c(C)c2c(C)nn(-c3ccccc3)c2[nH]c1=O	2.5
Cc1cc(C)c(NC(=O)Cc2ccccc2[N+](=O)[O-])c(C)c1	13.0
CCOc1cc(C=C2C(=O)NC(=O)NC2=O)ccc1OCc1cccc2ccccc12	-0.5
O=C(Nc1cccnc1)c1cccc([N+](=O)[O-])c1	20.1

Continuation:
SMILES | ER stress surv
CCOc1ccc(C(=O)N2CCc3ccccc3C2)cc1OCC | 4.7
O=C(Cc1ccccc1)Nc1ccc2oc(-c3cccc(Br)c3)nc2c1 | 2.6
O=C(Nc1cccc2ccccc12)c1cc(-c2ccco2)nc2ccccc12 | 5.0
Nc1cccc(C(=O)Nc2ccccc2C(=O)O)c1 | 6.8
Cc1ccc(Cl)cc1NC(=O)C1CCCC1 | 13.1
COc1ccc(CN2CCN(S(=O)(=O)c3ccc(C)cc3)CC2)c(OC)c1 | 11.4
CCOc1ccc(C(=O)Nc2nc3ccc([N+](=O)[O-])cc3s2)cc1 | 8.4
CCCOC(=O)c1cccc(NC(=O)COc2ccccc2OC)c1 | 9.1
Cc1cc(C(=O)Nc2nc(-c3ccccc3)c(C)s2)ccc1[N+](=O)[O-] | 0.9
COC(=O)C1=C(C)N(C)C(C)=C(C(=O)OC)C1c1ccc(Br)cc1 | 1.8
O=C(Nc1ccc([N+](=O)[O-])cc1)c1ccc2c(c1)C1C=CCC1C(c1ccc(Cl)cc1)N2 (configuration not stated) | -2.8
CCC(=O)Nc1c(-c2ccc(C)cc2)nc2ccccn12 | 2.0
COc1ccc(N(CC(=O)N/N=C(\C)c2ccc(OC)c(OC)c2)S(=O)(=O)c2ccccc2)cc1 | 11.6
CCOc1cc(C(=O)Nc2cccc(C)c2C)cc(OCC)c1OCC | 9.9
C=CCOC(=O)C1=C(C)NC(=S)NC1c1ccc(OC)cc1 (configuration not stated) | -2.8
COc1ccc(NC(=O)c2ccncc2)cc1Cl | 10.2
O=C(Nc1ccc(Cl)cc1)C1C2C3CCC(C3)C12 (configuration not stated) | 2.3
COC(=O)c1ccc(Cl)c(S(=O)(=O)N2CCOCC2)c1 | 7.0
[O-][n+]1onc2c1CCc1c-2nc(-c2ccccc2Cl)n1O | 1.7
CCN(CC)S(=O)(=O)c1ccc(NC(=O)c2ccccc2)cc1 | 3.0
COc1ccc(C2/C(=C(\O)c3ccccc3)C(=O)C(=O)N2c2cccc(C)n2)cc1 (configuration not stated) | 1.0
COc1ccc2c(c1OC)C(=O)N(c1ccccc1O)C2=O | 3.6
Cc1cccc(OCC(=O)O/N=C(\N)Cc2ccc(Cl)cc2Cl)c1 | 2.7
CSc1ccc(/C=C(/C#N)C(=O)Nc2cccc(Br)c2)cc1 | 3.1
O=C(Nc1nnc(CCOCCc2nnc(NC(=O)c3cccs3)s2)s1)c1cccs1 | -2.8
SMILES | ER stress surv
Cc1ccc(CN2CCN(S(C)(=O)=O)CC2)cc1 | -8.5
Cc1cccnc1N(C(=O)c1cccc(Cl)c1)C(=O)c1cccc(Cl)c1 | -0.8
O=C(NCc1ccc2c(c1)OCO2)c1ccc2c3c(cccc13)CC2 | 6.9
COc1ccc(C(=O)NNC(=O)c2ccccc2OC)cc1OC | 2.5
O=c1cc(-c2ccc([N+](=O)[O-])cc2)nc2cc(-c3ccc(F)cc3)[nH]n12 | 8.9
CCN1CCN(CC(O)COc2cc(C)c(Cl)c(C)c2)CC1 (configuration not stated) | -7.1
O=C(O)C1NCCc2ccccc21 (configuration not stated) | 4.4
COc1cccc(C2/C(=C(\O)c3ccc(Cl)cc3)C(=O)C(=O)N2CCCn2ccnc2)c1 (configuration not stated) | -4.4
CCOc1cc(C(=O)Nc2ccc([N+](=O)[O-])cc2C)cc(OCC)c1OCC | 3.1
CCOC(=O)c1ccc(NC2SC(=O)N(c3ccccc3)C2=O)cc1 (configuration not stated) | 12.3
c1ccc2c(c1)OCC(CSc1nc3ccccc3[nH]1)O2 (configuration not stated) | 17.0
Cc1no[n+]([O-])c1COc1ccc(C=O)cc1 | 3.2
Cc1nnc(SCC(=O)Nc2ccc3c(c2)oc2ccccc23)s1 | 2.0
COCCNC(=O)c1cnn2c(C(F)(F)F)cc(-c3ccco3)nc12 | 7.1
O=C(Nc1ccc(I)cc1Cl)c1ccc(-c2cccc([N+](=O)[O-])c2)o1 | 5.1
CCc1ccccc1NC(=O)CN(c1ccc(OC)c(Cl)c1)S(C)(=O)=O | 7.9
COc1cc(NS(=O)(=O)c2ccc(Cl)cc2)c(OC)cc1Br | 10.1
CCOc1ccccc1NC(=O)CN(c1ccccc1Cl)S(C)(=O)=O | 1.1
COC(=O)CCC(=O)Nc1ccc([N+](=O)[O-])cc1C | 5.4
NC(=O)c1cccc2c1-c1ccccc1/C2=N/NC(N)=S | 3.7
O=C(COc1ccc2ccccc2c1)Nc1ccc(OC(F)(F)F)cc1 | -2.7
COc1ccc(/C=C(\NC(=O)c2ccccc2)C(=O)N/N=C/c2ccccn2)cc1 | 0.7
CN(C)c1ccc(/C=N/Nc2nnc3c(n2)[nH]c2ccc(Br)cc23)cc1 | 5.6
COc1ccccc1C(=O)NC1CC(C)(C)NC(C)(C)C1 | -4.0
O=C(O)CCC(=O)N1N=C(c2cccs2)CC1c1cccc([N+](=O)[O-])c1 (configuration not stated) | 5.3
SMILES | ER stress surv
O=C(Nc1ccc(S(=O)(=O)Nc2ncccn2)cc1)c1cc2ccccc2o1 | 0.0
O=c1oc2ccccc2nc1/C=C(\O)c1cccs1 | -0.1
COc1cc(OC)cc(C(=O)N2CCN(S(=O)(=O)c3ccc(Cl)cc3)CC2)c1 | 0.0
Cc1ccc(NC(=O)C(=O)N/N=C/c2cccs2)cc1C | 10.9
COCCOC(=O)c1ccc(NC(=O)COc2ccc(-c3ccc(C)cc3)cc2)cc1 | 1.0
O=C(O)c1ccccc1NS(=O)(=O)c1cccc2cccnc12 | 9.3
CCOC(=O)c1ccc2[nH]c(C)c(CCC(C)=O)c(=O)c2c1 | 2.7
CCCCCCCC(=O)N/N=C/c1c[nH]c2ccccc12 | 13.6
C=CCOc1ccc(Cl)cc1/C=C1/SC(=S)N(Cc2ccccc2)C1=O | 5.0
O=C(N/N=C/c1cccc([N+](=O)[O-])c1)C1CC(=O)N(c2ccc(F)cc2)C1 (configuration not stated) | -3.4
C=CCN(CC=C)CN1C(=O)C(=O)c2cc(Br)ccc21 | 2.6
CC(=O)CC(=O)Nc1ccccc1Br | -2.3
O=C(Nc1ccc(Br)cn1)c1cc2n(n1)C(C(F)(F)F)CC(c1ccccc1)N2 (configuration not stated) | -0.8
O=C(O)C1CCCCC1C(=O)Nc1nc2ccc(Br)cc2s1 (configuration not stated) | 3.9
CC(=O)Cc1cc(O)c2ccccc2c1OC(=O)c1ccc(Br)cc1 | 1.4
CCOc1ccc2c(c1)SCC(=O)N2 | -10.4
COC(=O)c1ccccc1NCn1nc(-c2ccc(Cl)cc2Cl)oc1=S | 0.3
COc1ccc(-c2nc(Cc3ccc(OC)c(OC)c3)no2)cc1 | -0.6
N#Cc1c(NC(=O)c2c(C(=O)O)cccc2[N+](=O)[O-])sc2c1CCCC2 | 11.6
O=c1/c(=C/c2cc(Cl)ccc2OCc2ccccc2Cl)sc2nc3ccccc3n12 | 1.5
O=c1oc2cc(O)ccc2cc1-c1nc2ccccc2o1 | 17.6
O/N=C1/c2ccccc2/C(=N/O)C1c1ccccc1 | 9.9
Cc1cc(-c2nc3ccccc3[nH]2)c2ccccc2n1 | -3.0&16.5
O=C(Cc1ccc(Br)cc1)Nc1ccccc1C(F)(F)F | 8.4
O=C(Nc1ccc(Cl)cc1)c1nn2c(c1Cl)NC(c1ccc(Cl)cc1)CC2C(F)(F)F (configuration not stated) | -2.9

Three entries from above in a different format.
Cc1no[n+]([O-])c1COc1ccc(C=O)cc1
  ER stress surv: 3.2

Cc1nnc(SCC(=O)Nc2ccc3c(c2)oc2ccccc23)s1
  ER stress surv: 2.0

COCCNC(=O)c1cnn2c(C(F)(F)F)cc(-c3ccco3)nc12
  ER stress surv: 7.1

Other compounds.
SMILES | ER stress surv
COc1ccc(CCNC(=O)CSc2nnc(-c3ccco3)n2-c2ccccc2)cc1OC | 3.1
CCC(=O)c1ccc(N2CCCC2)c(F)c1 | -2.7
CC1(C)CC(=O)C2=C(C1)c1c(ccc3ccccc13)NC2c1cc([N+](=O)[O-])ccc1N1CCOCC1 (configuration not stated) | -0.1
COc1ccc(C2Nc3ccccc3C(=O)N2Cc2ccccc2)cc1COc1ccc([N+](=O)[O-])cc1 (configuration not stated) | -2.0
COc1ccc(/C=C\C(=O)c2c(-c3ccccc3)c3cc(C)ccc3[nH]c2=O)c(OC)c1 | -2.3
CCOc1cccc(-c2cc(C(=O)Nc3ccc4c(c3)OCO4)c3ccccc3n2)c1 | -1.3
CN1CCN(NC(=O)Nc2ccc(Cl)c(Cl)c2)CC1 | -3.7
COc1ccc(C(=O)N/C(=C\c2ccc(-c3cccc(Cl)c3)o2)C(=O)NCCCN2CCOCC2)cc1 | -2.2
Cc1cccc(OCC(=O)Nc2cccc(C(F)(F)F)c2)c1 | -1.1
Cc1cc(C(=O)Oc2ccccc2C(=O)O)c(C)o1 | 9.9
Cc1ccc(CCC(=O)Nc2ncc(Cc3ccc(F)cc3)s2)o1 | 2.9
CC(=O)Nc1ccc(NC(=O)COc2ccc(Cl)cc2Br)cc1 | 4.6
O=C1c2cccc3c(N4CCNCC4)ccc(c23)C(=O)N1c1ccc(Cl)cc1 | -11.2
COc1ccc2nc(SCC(=O)Nc3ccc(/C=C/c4ccccc4)cc3)[nH]c2c1 | 6.5
O=C(N/C(=C/c1cccnc1)C(=O)N1CCCCCC1)c1cccc(Br)c1 | -1.2
COc1c(Cl)cc(C(=O)Nc2cc(C)ccc2C)cc1Cl | -1.2
Cc1cccc(C2(c3cccc(C)c3)CC2C(=O)NCc2ccccc2)c1 (configuration not stated) | -4.6
O=C(O)c1ccc(-c2ccc(/C=C3/SC(=O)N(c4ccccc4)C3=O)o2)cc1 | 14.9
COc1ccccc1CNC1CCCCC1OC (configuration not stated) | 2.1
CCCN1CCc2c(sc3[nH]c(=S)n(CCc4ccccc4)c(=O)c23)C1 | -2.8
CCSc1nnc(NC(=O)c2cccc(OC)c2)s1 | 2.4
CC1=C(C(=O)OC(C)C)C(c2ccc(F)c(Br)c2)CC(=O)N1 (configuration not stated) | -1.4
O=[N+]([O-])c1cccc(S(=O)(=O)Nc2ccccc2Br)c1 | 3.5
O=C1Nc2ccccc2C1=Cc1nc2ccccc2c(=O)n1-c1ccccc1[N+](=O)[O-] | 4.1
CCOc1cc(C(=O)NCCc2cccc(Cl)c2)cc(OCC)c1OCC | -3.6
O=C(CN(c1ccccc1)S(=O)(=O)c1ccccc1[N+](=O)[O-])N1CCCCC1 | 7.4
O=C(NCCN1CCOCC1)C(=O)NCc1ccc(Cl)cc1 | 1.0
COc1ccc(C(NC(=O)c2ccccc2)NC(=O)c2ccccc2)cc1OC | 6.0
CC(C)COc1ccc(C(=O)Nc2ccccc2)cc1 | -0.6
COC(=O)c1ccc(C2Nc3cc(C)c(C)cc3NC3=C2C(=O)CC(C)(C)C3)cc1 (configuration not stated) | 8.1

3 entries already listed, ordered by formula weight, rising.
SMILES | ER stress surv
COc1ccc(C(NC(=O)c2ccccc2)NC(=O)c2ccccc2)cc1OC | 6.0
O=C1c2cccc3c(N4CCNCC4)ccc(c23)C(=O)N1c1ccc(Cl)cc1 | -11.2
COc1ccc(/C=C\C(=O)c2c(-c3ccccc3)c3cc(C)ccc3[nH]c2=O)c(OC)c1 | -2.3
